Screening results (PubChem BioAssay)
PNC assembly inh: blocks assembly of the perinucleolar compartment; AID 2417; PC3M PTB-GFP, PNC prevalence imaging, 16 h; hits give low values; 3.1% of 140,000 active; activity change (PNC), negative = inhibition, % at 10 µM;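 active means readout at or below -70, meaning at least 70% loss of cells showing the perinucleolar compartment, a nuclear body marking cancer cells; inconclusive means readout between -30 and a set limit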;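 further: plate controls were DMSO wells for no effect and camptothecin positive control wells for full effect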
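Read-out is percentage of cells bearing a perinucleolar compartment, from automated 20x imaging of fixed, Hoechst-stained PC3M PTB-GFP cells. Cells were seeded 4 h, then exposed 16 h to compound (23 nl of library stock) in duplicate plates.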
15-hLO-2 inh: inhibitors of human 15-lipoxygenase 2 (ALOX15B); O15296; purified 15hLO-2, xylenol orange hydroperoxide absorbance; Potency, µM (top dose mostly 57.1 µM), for the others: top-dose activity change, negative = inhibition, actives largely listed as inhibitors; 0.56% of 110,000 active; AID 881; further: potency means the concentration at half of the fitted maximal effect; nearly all actives have a fitted effect of over 60% in size; many of its hits are not listed in these tables
Target sequence (O15296 whole entry, looked up): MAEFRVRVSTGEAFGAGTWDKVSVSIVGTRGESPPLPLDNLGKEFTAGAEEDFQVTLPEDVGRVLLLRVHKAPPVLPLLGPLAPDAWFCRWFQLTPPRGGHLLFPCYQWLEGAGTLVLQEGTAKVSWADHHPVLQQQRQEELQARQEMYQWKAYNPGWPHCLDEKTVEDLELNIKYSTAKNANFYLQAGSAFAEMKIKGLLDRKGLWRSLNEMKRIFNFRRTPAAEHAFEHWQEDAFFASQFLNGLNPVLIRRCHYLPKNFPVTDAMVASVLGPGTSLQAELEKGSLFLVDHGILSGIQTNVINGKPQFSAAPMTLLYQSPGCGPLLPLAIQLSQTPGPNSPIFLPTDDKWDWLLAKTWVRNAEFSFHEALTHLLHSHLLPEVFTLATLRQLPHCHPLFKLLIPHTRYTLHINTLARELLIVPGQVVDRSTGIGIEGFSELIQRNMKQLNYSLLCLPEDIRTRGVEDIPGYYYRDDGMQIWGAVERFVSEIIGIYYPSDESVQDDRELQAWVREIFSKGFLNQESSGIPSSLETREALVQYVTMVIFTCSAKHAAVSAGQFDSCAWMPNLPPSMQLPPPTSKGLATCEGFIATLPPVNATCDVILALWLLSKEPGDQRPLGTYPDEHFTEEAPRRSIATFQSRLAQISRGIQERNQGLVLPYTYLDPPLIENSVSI
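Purified human 15hLO-2 (50 nM) preincubated 15 min with compound, then 45 uM arachidonic acid for 90 min at RT in 25 mM Hepes pH 7.5, 0.01% Triton X-100. Hydroperoxide detected by Fe-xylenol orange; 573/405 nm absorbance ratio.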
IMPase inh: membrane-permeable compound that blocks inositol monophosphatase; P97697; CHO-M1 cells, IP1 accumulation, HTRF TR-FRET ratio; inhibition (IP1 accumulation), % at 46.1 µM; 120,000 tested, under 10 active; AID 901; active means well fitted curve in the direction sought with a large enough effect in the signal ratio, not every such curve was filed as active; inconclusive means small, poorly fitted or top-dose-only effect, or a change in a side signal; inactive means no such curve, though single readings can be large or run the other way; the % refers to the signal ratio;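 further: cells stimulated with carbachol in lithium chloride buffer; plate controls were DMSO basal wells for no effect and reference inhibitor wells for full effect; higher means more IMPase inhibition seen as more IP1 and lower FRET ratio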
Target sequence (P97697 whole entry, looked up): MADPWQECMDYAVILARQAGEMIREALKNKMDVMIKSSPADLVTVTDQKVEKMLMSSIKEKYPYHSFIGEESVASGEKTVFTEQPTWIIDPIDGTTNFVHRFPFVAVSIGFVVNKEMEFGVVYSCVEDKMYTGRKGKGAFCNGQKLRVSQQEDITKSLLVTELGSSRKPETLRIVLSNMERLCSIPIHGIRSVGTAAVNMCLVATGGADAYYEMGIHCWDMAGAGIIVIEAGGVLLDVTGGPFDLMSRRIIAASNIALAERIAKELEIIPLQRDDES
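Measured: the HTRF emission ratio (665/620 nm) plus the 620 nm donor channel, each fitted to the Hill equation to give AC50. Cells were CHO-M1 given compounds up to 46 uM and a 30 min carbachol stimulation at 37C.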
ALOX12 inhib: inhibitors of human 12-lipoxygenase (ALOX12); P18054; purified 12-hLO, xylenol orange hydroperoxide absorbance; Potency, µM (highest dose often 57.1 µM), for the others: at the top dose activity change, negative = inhibition, most hits filed as inhibitors; 0.12% of 150,000 active; AID 1452; further: potency means the concentration at half of the fitted maximal effect; nearly all actives have a fitted effect of over 55% in size; many of its hits are not listed in these tables
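Xylenol orange chromogenic assay: hydroperoxide from 12hLO oxidises Fe(II), giving red-shifted Fe(III)-XO absorbance. Conditions: 150 nM enzyme, 40 uM arachidonic acid, 25 mM Hepes pH 7.0, 0.01% Triton X-100, 30 min, room temperature.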
An asterisk follows results filed as active; ? = inconclusive; · = no result given; [ ] = dose if it differs, or a comment. Unless noted, the call rests on the fitted dose curve; in most records, active means well fitted curve in the direction sought with a large enough effect; inconclusive means small, poorly fitted or top-dose-only effect, or another doubt; inactive means no such curve, though single readings can be large; an effect the other way counts as inactive or inconclusive. Unless noted, on the % scale 0 is the no-effect control and ±100 the full control effect. A portion of the library, so the mix of outcomes need not match the whole.

SMILES | PNC assembly inh | 15-hLO-2 inh | IMPase inh | ALOX12 inhib
CCOc1ccccc1NC(=O)C1CCCCN1S(=O)(=O)c1ccc(F)cc1 (configuration not stated) | 5.7 | 6.2% | 13.1 | -1.5%
CSc1ccccc1C(=O)Nc1cccc(C(C)=O)c1 | -20.4 | -11.1% | -1.2 | 5.8%
Cn1c(C(=O)NCCN2CCOCC2)cc2sccc21 | -3.9 | 8.8% | 1.0 | -3.9%
O=C1CCC([N+](=O)[O-])C(c2ccc(Cl)cc2)N1 (configuration not stated) | -20.7 | -6.2% | 2.0 | -6.8%
O=C(COC(=O)C1COc2ccccc2O1)NC(=O)NC1CCCC1 (configuration not stated) | -9.5 | -2.5% | 7.0 | 0.6%
O=C(NN1C(=O)C2C3CCC(O3)C2C1=O)c1ccco1 (configuration not stated) | 9.2 | · | · | 2.0%
C=CCc1ccccc1OCC(O)CN1CCN(c2ccc(C)cc2)CC1 (configuration not stated) | ? | 37.6%[activator] | -8.0 | -11.4%
CCOc1ccccc1CNC(=O)c1cc2oc3ccccc3c2n1CC | 6.2 | 3.8% | 4.3 | -11.3%
Cc1ccc(NC(=O)CC2C(=O)NC3CCCCC3N2C(=O)c2ccc(F)cc2)cc1C (configuration not stated) | -27.5 | 1.6% | 5.0 | 1.0%
CCCC(=O)Nc1ccc(C(=O)/C=C/c2ccc(SC)cc2)cc1 | -29.6 | -0.2% | -2.6 | -10.7%
CS(=O)(=O)N1CCCC(C(=O)NCCN2CCC(Cc3ccccc3)CC2)C1 (configuration not stated) | 7.5 | 17.1% | -4.1 | 5.2%
COc1ccccc1CNC(=O)CN(c1ccc(C)cc1)S(=O)(=O)c1c(C)n[nH]c1C | -26.7 | 7.1% | 7.4 | -3.9%
CCOC(=O)c1c(-c2ccc(F)cc2)csc1NC(=O)CN1C(=O)NC2(CCCCC2C)C1=O (configuration not stated) | 21.2 | · | · | 2.8%
CCOc1ccccc1NC1=C(Cl)C(=O)N(c2ccc(OC)cc2)C1=O | 14.5 | · | · | 0.6%
Nc1ccccc1Nc1ccc([N+](=O)[O-])cc1[N+](=O)[O-] | 28.2 | · | · | 2.0%
Cc1cc(C)c2c(=O)c3c(oc2c1)C(=O)N(CCO)C3c1cccc(O)c1 (configuration not stated) | ? | -7.2% | -7.8 | 3.4%
COCc1cc(C)nc(OCC(=O)N/N=C/c2ccc(OC)c(O)c2)c1C#N | ? | · | · | -1.0%
CCc1cc(C(=O)OC)c(NC(=O)CC2Sc3ccc(C(F)(F)F)cc3NC2=O)s1 (configuration not stated) | 7.8 | · | -1.5 | -3.0%
O=C(O)CNC(=O)[C@H]1NC(C(F)(F)F)(C(F)(F)F)OC1(C(F)(F)F)C(F)(F)F | · | -8.6%[11.4 µM] | · | -0.3%[11.4 µM]
Cc1cc(C(=O)Nc2c(C)n(C)n(-c3ccccc3)c2=O)on1 | -4.2 | 2.7% | -3.4 | 3.8%
CN1CCN(C(=O)c2ccc(S(=O)(=O)c3ccc(Br)cc3)cc2)CC1 | 9.9 | 3.5% | 4.6 | -4.2%
COCCOC(=O)c1[nH]c2c(c1C)C(=O)CC(c1cc(OC)ccc1OC)C2 (configuration not stated) | -12.2 | 1.7% | -18.3 | -3.6%
COc1ccc(NS(=O)(=O)c2ccc(Oc3ncccn3)cc2)cc1 | ? | -2.1% | -6.1 | 3.3%
COc1cc(/C=N\NC(=O)c2sc(N)nc2C)cc(OC)c1OC | -18.4 | -5.6% | 4.6 | -1.5%
Cn1c(CC(=O)Nc2ccc(Cl)c(Cl)c2)nnc1SCC(=O)N1CCN(c2ccccc2)CC1 | ? | 2.8% | 4.3 | -1.3%
CC(=O)N1CCCc2cc(S(=O)(=O)N3CCc4ccccc4C3)ccc21 | ? | -1.9% | -3.9 | 2.4%
Cc1ccc(-c2nc(CS(=O)(=O)CC(=O)N3CC(C)CC(C)C3)c(C)o2)cc1 (configuration not stated) | 25.5 | -1.2% | -2.7 | -5.4%
CS(=O)(=O)N1CCN(c2ccccc2F)CC1 | -10.5 | 5.5% | 4.7 | -9.7%
N#CC(C#N)=Cc1ccc(OC(=O)c2ccccn2)cc1 | -21.5 | · | 1.6 | -2.7%
Cc1ccc(C(=O)COC(=O)c2ccc(-c3cnc4ccccc4n3)cc2)cc1C | 7.6 | · | 3.3 | 4.0%
Cc1cc(C(=O)N/N=C2\CCCc3ccccc32)c(C)o1 | -113.4* | · | · | 2.0%
O=C(c1c[nH]c2ccccc12)C(O)C(c1ccccc1)N1CCOCC1 (configuration not stated) | 12.8 | -4.9% | -1.0 | -0.4%
CCOc1ccc2[nH]c(=O)c(CN(CCO)C(c3nnnn3C3CCCCC3)C(C)C)cc2c1 (configuration not stated) | -9.3 | -12.9% | -2.1 | -4.3%
CC(C)NC(=O)c1cc(-c2cccs2)on1 | 14.7 | -7.2% | 3.5 | -0.1%
CCOC(=O)c1[nH]c(C)c(C(=O)NC(C)(C)C)c1C | -2.8 | -4.2% | -5.4 | -5.2%
N#Cc1ccc2ccn(CC(=O)NCc3ccccc3)c2c1 | -21.6 | -3.2% | 3.1 | -0.7%
CC(NC(=O)c1cccnc1)C(c1cccs1)N1CCN(C)CC1 (configuration not stated) | 14.4 | 5.4% | 5.6 | 0.8%
CC(C)(C)C(=O)N1CCc2cc(-c3csc(N)n3)ccc21 | 25.0 | -15.0% | -2.6 | 7.1%
CCOC(=O)N1CCc2c(sc(NC(=O)c3ccc(S(=O)(=O)N4CCCC4)cc3)c2C#N)C1 | ? | · | 2.1 | -3.0%
CC1=C(C(=O)Nc2ccccc2)C(c2ccco2)C(C#N)=C(SCC(N)=O)N1 (configuration not stated) | -15.2 | -2.1% | -6.3 | -1.4%

Results in IMPase inh, 15-hLO-2 inh and PNC assembly inh, for 5 of the compounds above:
| canonical_smiles | IMPase inh | 15-hLO-2 inh | PNC assembly inh |
| --- | --- | --- | --- |
| CS(=O)(=O)N1CCN(c2ccccc2F)CC1 | 4.7 | 5.5% | -10.5 |
| CCOC(=O)c1[nH]c(C)c(C(=O)NC(C)(C)C)c1C | -5.4 | -4.2% | -2.8 |
| CCOc1ccc2[nH]c(=O)c(CN(CCO)C(c3nnnn3C3CCCCC3)C(C)C)cc2c1 (configuration not stated) | -2.1 | -12.9% | -9.3 |
| CCOC(=O)N1CCc2c(sc(NC(=O)c3ccc(S(=O)(=O)N4CCCC4)cc3)c2C#N)C1 | 2.1 | · | ? |
| Cc1ccc(-c2nc(CS(=O)(=O)CC(=O)N3CC(C)CC(C)C3)c(C)o2)cc1 (configuration not stated) | -2.7 | -1.2% | 25.5 |

Other results
SMILES | PNC assembly inh | 15-hLO-2 inh | IMPase inh | ALOX12 inhib
Cc1nc2c(C)cccn2c1/C(O)=C1\C(=O)C(=O)N(CCN2CCOCC2)C1c1ccncc1 (configuration not stated) | ? | -13.5% | -6.3 | 0.0%
CCS(=O)(=O)Nc1cc(C(=O)OC)ccc1C(=O)OC | 21.1 | -5.1% | -2.7 | 4.7%
Cc1occc1C(=O)NCc1ccccc1F | 51.2 | -1.6% | 8.7 | -6.5%
CCn1c(SCC(=O)Nc2ccc(C(C)=O)cc2)nc2nc3c(cc2c1=O)CCCC3 | -5.3 | -11.2% | 5.5 | -1.2%
NC(=O)CSc1nnc(Cc2csc(Nc3ccc(F)cc3)n2)n1Cc1ccccc1 | ? | · | 2.4 | -0.5%
Cc1cc(C)c2cc(C#N)c(SCC(=O)NCC3CCCO3)nc2c1 (configuration not stated) | ? | -9.6% | -10.2 | 0.8%
O=C(Nc1ccc(Cl)cc1)Nc1cc([N+](=O)[O-])ccc1F | -12.9 | · | · | 1.5%
O=C(CC1CCCCC1)NCc1ccccn1 | -5.9 | -0.2% | -1.2 | 3.8%
O=C(NCC1CCCO1)c1ccc(COc2ccc(Br)cc2)cc1 (configuration not stated) | -19.2 | · | · | 3.0%
CC1=CC(C)(C)N(S(=O)(=O)c2ccc(C)cc2)c2ccccc21 | 16.6 | -9.8% | 5.5 | 5.6%
COc1ccc(C(CC(=O)O)NC(C)=O)cc1OC (configuration not stated) | ? | 4.0% | -3.9 | -2.8%
c1cc(C2OCCN2CC2COC3(CCCC3)O2)ccn1 (configuration not stated) | 22.9 | -4.1% | 0.6 | 4.8%
COC(=O)CC1=C(C(=O)OC)C(c2ccncc2)C(C#N)=C(N)O1 (configuration not stated) | -9.1 | -7.4% | -2.8 | -0.2%
Cc1nnc(NC(=O)CSc2cn(Cc3ccccc3)c3ccccc23)s1 | -26.0 | -7.0% | 2.8 | 1.7%
Cn1c(=O)c(C(=O)CSc2nnc(Nc3ccccc3)s2)c(N)n(Cc2ccccc2)c1=O | 15.9 | -3.8% | 9.6 | -6.4%
COCC(C)NC(=O)C1CC(c2cccc(Br)c2)=NO1 (configuration not stated) | 14.2 | -4.1% | -2.7 | -3.5%
C=CCOc1ccc(Br)cc1/C=N/O | 16.1 | 0.3% | 3.4 | 2.6%
N#Cc1cccc(-c2nnc(SCc3ccccc3C#N)o2)c1 | -1.5 | -14.3% | -12.2 | 7.1%
CCc1c(C(=O)NC2CCCC2)csc1C | -99.4* | -3.2% | -6.2 | -4.9%
COc1ccc2sc(N3C(=O)C4CC=C(C)CC4C3=O)nc2c1 (configuration not stated) | ? | -9.5%[11.4 µM] | 0.5[1.84 µM] | 0.8%

Three compounds already listed, ordered by the number in IMPase inh, largest number first:
molecule | IMPase inh
Cn1c(=O)c(C(=O)CSc2nnc(Nc3ccccc3)s2)c(N)n(Cc2ccccc2)c1=O | 9.6
Cc1nnc(NC(=O)CSc2cn(Cc3ccccc3)c3ccccc23)s1 | 2.8
Cc1cc(C)c2cc(C#N)c(SCC(=O)NCC3CCCO3)nc2c1 (configuration not stated) | -10.2

Next part.
SMILES | PNC assembly inh | 15-hLO-2 inh | IMPase inh | ALOX12 inhib
CC(OC(=O)c1cccs1)C(=O)NCc1ccco1 (configuration not stated) | ? | 5.7% | -4.0 | -5.1%
O=C(NC(=S)NNS(=O)(=O)c1ccccc1)c1ccccc1[N+](=O)[O-] | 13.3 | · | · | -4.0%
O=C1CCC(=O)N1c1nc2nc(-c3ccccc3)cc(=O)n2[nH]1 | ? | 3.4% | 3.1 | 0.8%
Cc1cccc(C)c1OCC(O)CNS(=O)(=O)c1ccccc1C(=O)N1CCOCC1 (configuration not stated) | 247.2 | · | 6.1 | 0.4%
Cc1ccc(N2CCN(c3ccc(C)cc3)C2c2ccccn2)cc1 | -81.6* | -5.4% | -0.9 | 6.3%
O=C(Nc1nc(COc2ccccc2)cs1)C1CCC1 | -27.6 | · | · | -7.7%
COC(=O)CN1C2(C#N)CCCCC2CC2CCCCC21C#N (configuration not stated) | ? | -3.4% | 13.4 | 2.3%
CC(C)NC(=O)c1nc2ccccc2s1 | ? | -1.6% | -1.6 | -0.7%
CCOC(=O)C1=C(CC)OC(N)=C(C#N)C1c1ccsc1 (configuration not stated) | 5.3 | · | · | ?
COc1cc(/C=N/NC(=O)CSCc2ccc([N+](=O)[O-])cc2)cc(OC)c1OC | 16.8 | 0.5% | 6.9 | 5.9%
Cc1ccc(S(=O)(=O)CCC(=O)OCC(=O)c2c[nH]c3ccccc23)cc1 | -21.8 | · | · | -7.6%
Cc1cccc(N2C(=O)CCC2=O)c1 | 365.9 | · | 0.9 | 1.0%
CCN(CC)C(=S)SCC(=O)Nc1nc(-c2ccccc2)c(-c2ccccc2)o1 | 34.0 | · | · | -4.1%
Cc1c(C(=O)NCCC2=CCCCC2)cccc1[N+](=O)[O-] | 33.1 | -10.5% | 4.0 | 1.7%
CCCn1c(-c2nonc2N)nc2ccccc21 | 249.5 | · | -4.0 | 0.5%
CCCCOc1ccc(CSC(=N)N)cc1[N+](=O)[O-] | -6.1 | 19.1% | 6.5 | -6.2%
O=C1c2ccccc2C(Nc2ccc3c(c2)OCCO3)N1c1ccccn1 (configuration not stated) | ? | · | 2.5 | -3.9%
CCOc1ccc(OCCCN(C)C)cc1 | ? | -4.6% | 13.8 | -13.9%
CCOc1cc(CNc2ccc(S(N)(=O)=O)cc2)cc(Cl)c1OC | ? | · | · | 0.4%
